Screens: PubChem, National Center for Advancing Translational Sciences (NCATS)
SMN2 splice enh – enhancers of SMN2 splice variant expression. HEK293 SMN2-luciferase splicing reporter, luminescence, 30-36 h. Potency, µM (series often up to 46.1 µM), without a hit: at the top dose activity change, positive = activation, hits mostly activators. actives 2.8% (n = 210,000); note: % of control where 0% means no effect; nearly all actives have a fitted effect of over 55% in size
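HEK293 cells carry an SMN2 minigene-luciferase reporter in which exon 7 inclusion puts luciferase in frame. Cells were seeded at 2000 cells/well, attached for 10-12 hours, then exposed to compounds for 30-36 hours at 37C before ONE-Glo luminescence.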
Lamin A splicing – changes lamin A minigene splicing in HeLa cells. actives 0.01% (n = 200,000). HeLa LMNA splicing GFP/RFP minigene ratio, 48 h. AID 1487. Potency, µM (top dose mostly 46.1 µM), inactives show at the top dose ratio change, negative = inhibition, actives largely listed as inhibitors; active = well fitted inhibition curve with a large enough effect in the signal ratio, with a control signal flat, not every such curve was filed as active; inconclusive = small, poorly fitted or top-dose-only effect, or effect the other way, or a change in a side signal; the % refers to the signal ratio; note: % is set by controls: 0 for no effect and ±100 for the full control effect
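Read-out is the ratio of GFP to DsRed2 object intensity, acquired by 488 nm laser-scanning cytometry on HeLa lamin A-EGFP minigene reporter cells. Compound incubation 48 hrs at 37 °C in Opti-MEM with 2% FBS; DMSO 0.5% final.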
ALDH1A1 block – ALDH1A1 (human) enzyme inhibition; P00352; Purified ALDH1A1, NADH fluorescence, propionaldehyde substrate; Potency, µM (highest dose often 75.3 µM), for inactives: at the highest dose activity, negative = inhibition, usual class: inhibitors; actives 7.3% (n = 220,000); AID 1030; active = well fitted inhibition curve with a large enough effect, not every such curve was filed as active; inconclusive = small, poorly fitted or top-dose-only effect, or another doubt; inactive = no such curve, though single readings can be large or run the other way;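 note: plate controls were no enzyme wells and a reference inhibitor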
L3MBTL1 inh – blocks human L3MBTL1; AlphaScreen L3MBTL1–H3K9me1 peptide binding; actives 0.66% (n = 230,000); Potency, µM (top dose mostly 57.1 µM), for the others: at the top dose activity, negative = inhibition, usual class: inhibitors; AID 485360; Q9Y468; note: % is set by controls: 0 for no effect and ±100 for the full control effect; nearly all actives have a fitted effect of over 60% in size
Target sequence (Q9Y468 whole entry, looked up): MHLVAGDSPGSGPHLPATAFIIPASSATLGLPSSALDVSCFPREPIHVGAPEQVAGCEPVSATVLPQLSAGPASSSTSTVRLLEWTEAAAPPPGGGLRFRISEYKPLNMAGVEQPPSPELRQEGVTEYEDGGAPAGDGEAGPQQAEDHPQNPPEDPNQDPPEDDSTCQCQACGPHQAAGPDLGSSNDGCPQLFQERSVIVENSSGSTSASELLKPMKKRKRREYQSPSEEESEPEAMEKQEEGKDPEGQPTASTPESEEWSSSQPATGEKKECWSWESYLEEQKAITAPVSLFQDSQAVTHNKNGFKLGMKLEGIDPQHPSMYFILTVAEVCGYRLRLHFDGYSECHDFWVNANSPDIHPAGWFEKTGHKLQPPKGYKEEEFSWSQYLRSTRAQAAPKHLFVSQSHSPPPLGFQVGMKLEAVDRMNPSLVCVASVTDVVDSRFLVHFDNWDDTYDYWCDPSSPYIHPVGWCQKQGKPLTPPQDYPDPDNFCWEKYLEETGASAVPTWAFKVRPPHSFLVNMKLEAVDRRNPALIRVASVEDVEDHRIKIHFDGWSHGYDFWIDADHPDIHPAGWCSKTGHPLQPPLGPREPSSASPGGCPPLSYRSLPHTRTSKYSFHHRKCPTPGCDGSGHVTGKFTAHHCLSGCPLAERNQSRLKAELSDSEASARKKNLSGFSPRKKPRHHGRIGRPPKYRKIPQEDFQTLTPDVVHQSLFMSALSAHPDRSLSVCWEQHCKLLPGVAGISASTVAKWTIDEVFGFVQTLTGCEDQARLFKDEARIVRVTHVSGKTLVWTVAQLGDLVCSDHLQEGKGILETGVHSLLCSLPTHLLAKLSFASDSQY
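L3MBTL1 (50 nM) pre-complexed 30 min with biotinylated H3(1-15)K9me1 peptide (75 nM), then compounds added for 30 min at room temperature; AlphaScreen streptavidin donor/nickel chelate acceptor beads (10 ug/mL final) read after 30 min dark incubation.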
Tau fibril ThT – tau fibrillization inhibition (ThT binding); Potency, µM (titrated, usually from 57.4 µM), without a hit: top-dose activity, negative = inhibition, hits mostly inhibitors; P10636; actives 2.1% (n = 270,000); recombinant tau K18 P301L (four-repeat tau fragment), heparin-induced fibrillization, ThT fluorescence; note: % is set by controls: 0 for no effect and ±100 for the full control effect; nearly all actives have a fitted effect of over 55% in size
Target sequence (P10636 561-689 P618L limits assumed): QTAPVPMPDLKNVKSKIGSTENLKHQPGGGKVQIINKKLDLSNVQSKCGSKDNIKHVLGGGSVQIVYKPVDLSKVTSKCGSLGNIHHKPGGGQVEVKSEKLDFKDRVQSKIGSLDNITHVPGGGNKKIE
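K18 P301L tau (15 uM + 0.24 uM Alexa 594-tagged), heparin 20 uM, NaOAc pH 7, 6 h 37 C; ThT 30 uM, 1 h RT, ex 450/em 510 nm.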
KinaseGlo FLuc – Kinase-Glo luciferase inhibition (counter-screen) | actives 0.28% (n = 200,000) | Kinase-Glo luciferase, ATP luminescence, 8 min | Q27757 | Potency, µM (top dose mostly 38.3 µM), for the others: top-dose activity change, negative = inhibition, actives largely listed as inhibitors | AID 1379; note: % is set by controls: 0 for no effect and ±100 for the full control effect; nearly all actives have a fitted effect of over 60% in size
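Compounds were added to a substrate mix at pH 7.2 (50 mM imidazole, 10 uM ATP, within the enzyme's linear range), followed by Kinase-Glo detection reagent; luminescence was measured after 8 minutes at ambient temperature.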
KDM4E inh – inhibitors of human JMJD2E histone demethylase. actives 1.6% (n = 230,000). B2RXH2. Potency, µM (doses to about 57.1 µM), inactives show top-dose activity change, negative = inhibition, most hits filed as inhibitors. JMJD2E catalytic domain, FDH-coupled NADH fluorescence (FDH is formaldehyde dehydrogenase); active = well fitted inhibition curve with a large enough effect, not every such curve was filed as active; inconclusive = small, poorly fitted or top-dose-only effect, or another doubt; inactive = no such curve, though single readings can be large or run the other way;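 note: 0% = wells with enzyme and -100% = buffer wells without enzyme; nearly all actives have a fitted effect of over 50% in size; many of its hits are not listed in these tables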
RECQ1 inh – RECQ1 (human) helicase inhibition | Potency, µM (titrated, usually from 57.3 µM), without a hit: at the highest dose activity, negative = inhibition, actives largely listed as inhibitors | actives 0.54% (n = 240,000) | AID 2549 | RECQ1 DNA unwinding, red fluorescence kinetic read | P46063;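 note: plate controls were vehicle for no effect and no enzyme for full effect; nearly all actives have a fitted effect of over 30% in size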
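50 nM RECQ1T1 preincubated 15 min with compound in Tris pH 8.0 buffer with MgCl2, DTT, Tween-20 and 2.5 ug/ml poly(dI-dC); started with 200 nM TAMRA/BHQ-2 forked duplex and 2 mM ATP. Unwinding read as fluorescence (525/598 nm), two reads 2 h apart.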
* hit, by the source's call; i = inactive; u = inconclusive; x = not tested or not shown; & = joins results of further samples; [ ] = another dose, or the depositor's remark. Unless noted, calls come from the whole dose curve; as a rule, active = well fitted curve in the direction sought with a large enough effect; inconclusive = small, poorly fitted or top-dose-only effect, or another doubt; inactive = no such curve, though single readings can be large; an effect the other way counts as inactive or inconclusive. Potency is the fitted concentration of half-maximal effect. The list is partial; count on the stated rates, not on these rows.

SMILES,SMN2 splice enh,Lamin A splicing,ALDH1A1 block,L3MBTL1 inh,Tau fibril ThT,KinaseGlo FLuc,KDM4E inh,RECQ1 inh
CC(C)(C)NC(=O)C(=O)NNC(=O)COc1ccccc1,8%,8%,0%,4%,-4%,-2%,6%,-6%
COC(=O)c1cn(C(=O)c2ccccc2F)nc1N,-7%,-7%,-3%,6%,-15%,4%,7%,5%
COc1ccc(CN(C(=O)c2nsc(Cl)c2Cl)C(C(=O)NC2CCCC2)c2ccc(OC)cc2)cc1 (stereo unspecified),x,u,-3%,-4%,8%,-1%,-8%,8%
COc1cccc(-n2c(SCC(=O)O)nnc2-c2cccnc2)c1,-16%,-2%,-11%,-4%,-2%,-6%,1%,i
O=C(CSc1nnc(Nc2ccccc2F)s1)c1cc2ccccc2o1,20%,u,u,-9%,u,3%,-3%,-22%
Cc1cc(Cl)cc(Cl)c1OCCOc1cccc2cccnc12,-26%,u,-4%,x,u,18%,u,-11%
CCNc1nc(NC(C)CC)nc(Oc2ccc(OCC)nn2)n1 (stereo unspecified),5.6µM*,x,-1%,50%[activator],-5%&-2%,0%,8%,-5%
CC(=O)c1sc(Nc2cccc(C)c2)nc1C,u,x,-1%,-3%,-10%,-4%,u,18%
CCN(CC)C(=O)c1oc2ccc(S(=O)(=O)N3CCCCCC3)cc2c1C,x,u,6%,x,-8%,-4%,5%,i
Cc1nc2ccccn2c1C(=O)NN,x,-15%,2.2µM*,-4%,-5%,x,333%[activator],-10%
Cc1cc(S(=O)(=O)NCCCN2CCOCC2)ccc1F,-6%,11%,9%,-3%,0%,-3%,5%,-5%
COc1ccc(C2=NOC(C(=O)NCC(C)C)C2)cc1 (stereo unspecified),11%,14%,-4%,1%,0%,-1%,0%,0%
O=C(C1CCN(S(=O)(=O)c2cccnc2)CC1)N1CCN(C2CCCC2)CC1,21%,1%,-11%,-3%,-3%,-2%,3%,2%
O=C(CN1C(=O)c2ccccc2C1=O)N1CCN(C(=O)c2ccco2)CC1,1%,6%,8%,x,-4%,15%,7%,4%
CC(=O)c1cccc(NC(=O)c2ccc3c(Cl)c4c(nc3c2)CCCC4)c1,-5%,-6%,4%,1%,-8%,5%,10%,-3%
COc1cccc(-c2cc(C(=O)Nc3cccc(O)c3)no2)c1,8%,-16%,u,3%,-12%,-17%,-2%,-18%
COC(=O)c1c(NC(=O)CN2CCN(S(=O)(=O)c3ccccc3)CC2)sc2c1CCC(C)C2 (stereo unspecified),x,-12%,-5%,2%,-9%,x,-2%,-4%
CCOc1cc(S(=O)(=O)NCc2ccccc2)ccc1F,-9%,-11%,-2%,x,2%,4%,2%,-3%
CC(Sc1nnc(Cc2cccs2)n1C1CCCCC1)C(N)=O (stereo unspecified),7%,-3%,-2%,-2%,4%,4%,1%,i
COc1ccc2c(c1)O[C@@H](c1ccc3c(c1)OCO3)[C@H](OC(=O)NCc1ccco1)C2=O,1%,x,-8%,x,u,3%,-6%,i
COc1ccc(-n2c(=S)[nH]c3cc(C(=O)Nc4ccccc4OC)ccc3c2=O)cc1,-35%[inhibitor],-4%,16µM*,6%,-7%,5%,2%,-5%
COc1ccc(C2OC(=O)C(C)(C)C(=O)C2(C)C)cc1OC (stereo unspecified),x,x,x,-1%,4%,x,3%,-7%
CC1C(O)CC2C(C(=O)O)=CO[C@@H](O[C@H]3OC(CO)C(O)C(O)C3O)C21 (stereo partly specified),2%,-7%,-1%,x,u,-5%,-6%,i
COc1ccc(CCNC(=O)COC(=O)c2cnccn2)cc1,-13%,6%,-4%,-1%,-11%,-7%,-4%,-10%
COC(=O)[C@@H]1C[C@@H]2CC[C@@H](O)C[C@@H]2N1Cc1ccc(OC)cc1,-3%,x,-5%,x,1%&1%,-3%,-28%&-14%,-5%
C=CCn1c(SCC(=O)C(C)(C)C)nnc1-c1cccs1,-25%,10%,13µM*,-13%,-4%,10%,-2%,-2%
CC1(C)CC(=O)N(c2ccccc2)C1(C)O (stereo unspecified),11%,-4%,3%,2%,-8%,12%,8%,-9%
CCCc1ccc(OCC(O)CN2CCN(c3ccccc3)CC2)cc1 (stereo unspecified),-16%,u,-3%,-2%,u,-1%,-5%,-3%
CCn1c(=NC(=O)C2COc3ccccc3O2)sc2c(OC)ccc(OC)c21 (stereo unspecified),x,x,x,2%,u,x,u,11%
Cc1csc(SCC(=O)Nc2sc3c(c2C#N)CCC3)n1,-6%,u,u,-11%,-19%,-1%,2%,u
CCCc1nnc(N2C(=O)c3cccc4cccc(c34)C2=O)s1,6%,-11%,u,x,-6%,1%,u,-10%
COc1cc(NC(=O)C2CCC(CNc3c(N4CCCCC4)c(=O)c3=O)CC2)cc(OC)c1 (stereo unspecified),11%,-15%,8%,3%,-18%,0%,-5%,-2%
CC(C(=O)NC1C(=O)N2C(C(=O)O)=C(CSc3nnnn3C)CSC12)n1cc(Br)cn1 (stereo unspecified),x,x,15µM*,x,2%,x,-5%,-2%
O=C(COC(=O)Cc1ccc(F)cc1)NCc1ccco1,7%,-2%[46 µM],4%,u,-7%,2%,5%,i
Nc1nc2ncc(CNc3ccc(C(=O)NC(CCC(=O)O)C(=O)O)cc3)nc2c(=O)[nH]1 (stereo unspecified),-1%,u,0%&-11%&3%,x,-8%&-10%&-20%,-1%[39.9 µM],-18%,-4%
CCCCn1c(-c2c(Cl)c(C)nn2C)n[nH]c1=S,-24%,x,8%,x,5%,-5%,-17%,6%
O=C(/C=C/c1ccc(F)cc1)Nc1nc2ccccc2[nH]1,11µM*,u,0%,-6%,4%,0%,2%,2%
CCCCn1c(SCC(=O)Nc2ccc3c(c2)CCC3)nc2ccccc2c1=O,-6%,-1%,-4%,4%,-13%,-5%,11%,2%
COc1cc(S(=O)(=O)n2ccc(C)n2)c(OC)cc1Cl,7%,5%,6%,x,-8%,-3%,-2%,-8%
CCOC(=O)Cn1c(C(C)=O)nc2ccccc21,10%,-7%,-2%,-5%,4%,1%,u,-5%
COc1ccccc1Nc1ccc(S(=O)(=O)N2CCCCC2)cc1[N+](=O)[O-],-22%,u,1%,-1%,-9%,4%,-4%,-13%
CCN(CC)C(=O)c1ccc2c(=O)n(CCOC)c(=S)[nH]c2c1,-35%[inhibitor],0%,11µM*,x,-10%,-4%,-2%,-6%
O=C(NCc1ccccc1Cl)c1ccc(CSc2nc3ccncc3[nH]2)cc1,x,x,x,2%,-4%,x,6%,-3%
Cc1c(-c2ccccc2)n[nH]c1C(=O)NN,5%,x,12%,2%,-21%,-2%,11%,18%
COc1ccc(NCc2nnc(SCC(=O)Nc3cc(C(F)(F)F)ccc3Cl)o2)cc1,6%,16%,28µM*,x,u,-5%,-20%,i
O=C(CCc1ccc(S(=O)(=O)N2CCOCC2)cc1)N/N=C/c1ccc(O)c(O)c1O,20%,16%,13µM*,14µM*,25µM*,-2%,10µM*,-2%
COc1ccc2[nH]c(=O)c(CN(CCCN(C)C)C(=O)Nc3ccccc3)cc2c1,8%,-5%,u,4%,u,-6%,u,-1%
Nc1cc(=O)[nH]c(SCC(=O)Nc2ccccc2Sc2ccc(Cl)cc2)n1,-73%[inhibitor],u,8%,1%,5%,1%,0%,i
O=C(NC1CCCC1)C(c1ccsc1)N(Cc1ccccc1)C(=O)Cc1cccs1 (stereo unspecified),-8%,2%,-8%,-1%,-14%,-1%,5%,-6%
Cc1cc2c(c(=O)n1Cc1ccccn1)C(c1ccc3c(c1)OCO3)C(C#N)=C(N)O2 (stereo unspecified),-19%,2%,13µM*,4%,-7%,-2%,-2%,-1%
COc1cccc(C(=O)Nc2cccc(-c3nnc(-c4ccco4)o3)c2)c1,-25%,u,u,x,u,-3%,-6%,-4%
COc1cccc(C(=O)NC2CC3CCCC(C2)N3CC(=O)Nc2ccc(N(C)C)cc2)c1 (stereo unspecified),-17%,13%[0.0737 µM],u,u,-13%,-1%,6%,i
CCCCCn1cnc2sc(-c3ccccc3)cc2c1=O,u,-3%,u,-2%,-14%,0%,u,-8%
COc1cccc(-c2nnc(SCc3cccnc3)o2)c1,12%,u,u,0%,-6%,-10%,6%,-4%
COc1ccc([C@@H]2C(C#N)=C(N)S[C@@H](c3ccccc3)[C@@H]2[N+](=O)[O-])cc1,-15%,-2%,u,-1%,-12%,-3%,5%,1%

4 entries from above, with values under each structure:
Every second line gives: SMN2 splice enh, Lamin A splicing, ALDH1A1 block, L3MBTL1 inh, Tau fibril ThT, KinaseGlo FLuc, KDM4E inh, RECQ1 inh
> COc1ccc(NCc2nnc(SCC(=O)Nc3cc(C(F)(F)F)ccc3Cl)o2)cc1
    6%, 16%, 28µM*, x, u, -5%, -20%, i
> O=C(CCc1ccc(S(=O)(=O)N2CCOCC2)cc1)N/N=C/c1ccc(O)c(O)c1O
    20%, 16%, 13µM*, 14µM*, 25µM*, -2%, 10µM*, -2%
> COc1ccc2[nH]c(=O)c(CN(CCCN(C)C)C(=O)Nc3ccccc3)cc2c1
    8%, -5%, u, 4%, u, -6%, u, -1%
> Nc1cc(=O)[nH]c(SCC(=O)Nc2ccccc2Sc2ccc(Cl)cc2)n1
    -73%[inhibitor], u, 8%, 1%, 5%, 1%, 0%, i
